DNMT1 block: inhibitors of human DNMT1; inhibition (reported as % activation of signal), % at 10 µM; DNMT1 molecular beacon, Hinp1I cleavage, fluorescence; 360,000 tested, 0.83% active; AID 588458; P26358; in the data active = inhibition above about 50%
CSN inh: CSN deneddylation inhibition; AID 651999; 360,000 tested, 0.38% active; Purified CSN, SCF-Nedd8-OG deneddylation, fluorescence polarization; inhibition, % at 12.5 µM;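 active = pattern-corrected inhibition above about 35%, with an unprinted fluorescence ratio check between 0.5 and 1.5, limit read from the data, passing the limit was not always enough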;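 also: 0% = enzyme with substrate and 100% = substrate without enzyme; some results filed as inactive read as strong as hits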
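Assay system: purified human Csn5 enzyme expressed in HEK293T cells; Input: 0.24 nM Csn5 enzyme, final concentration; Reagent: 10 nM SCFSkp2-Nedd8OG; Compound dosing: 12.5 µM single point; Times: reaction 90 min, room temperature; Technique: fluorescence polarization readout.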
SUMO1 PPI mod: modulators of human SUMO1-mediated protein-protein interactions. P63165. SUMO1 binding to a labelled peptide, TR-FRET, 1 h. inhibition, % at 20 µM. 360,000 tested, 0.33% active. AID 602429; in the data active = inhibition above about 37%
Target sequence (P63165 whole entry, looked up): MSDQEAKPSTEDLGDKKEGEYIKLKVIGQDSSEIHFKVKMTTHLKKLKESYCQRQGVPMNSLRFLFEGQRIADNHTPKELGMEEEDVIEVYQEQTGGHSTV
Rin1 Abl inh: blocks binding of human Rin1 to Abl | P00519+Q13671 | 360,000 tested, 0.4% active | inhibition, % at 7.35 µM | TR-FRET Rin1/Abl binding, biochemical; in the data active = inhibition above about 5%, passing the limit was not always enough
Scp-1 inhibitor: blocks human Scp-1 phosphatase activity. Q9GZU7. Recombinant Scp1, phosphopeptide, malachite green phosphate absorbance. inhibition, % at 20 µM. 340,000 tested, 0.88% active. AID 493091;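 active = inhibition above about 50% at 20 µM, limit read from the data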;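 also: plate controls were DMSO wells with enzyme for no effect and wells lacking enzyme for full effect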
Target sequence (Q9GZU7 76-261 limits assumed): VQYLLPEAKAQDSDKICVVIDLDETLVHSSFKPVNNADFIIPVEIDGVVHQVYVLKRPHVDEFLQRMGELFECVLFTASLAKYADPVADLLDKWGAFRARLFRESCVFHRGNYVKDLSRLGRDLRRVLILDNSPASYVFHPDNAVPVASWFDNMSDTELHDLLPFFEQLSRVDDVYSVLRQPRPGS
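Incubation: 45 min enzyme reaction at room temperature / System: truncated SCP-1 phosphatase (76-261aa) / Reagent: Phospho 17-mer peptide substrate / Buffer or medium: Acidic Tris acetate buffer with magnesium and detergent / Signal: absorbance at 630 nm / Doses: one concentration, 20 µM, with 1.0% DMSO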
Neddylation inh: blocks human cullin neddylation. P61081+Q13564. AID 651699. TR-FRET cullin neddylation, biochemical. calls only at 25 µM. 360,000 tested, 0.58% active; in the data active = inhibition above about 36%
Target sequence (P61081 whole entry, looked up): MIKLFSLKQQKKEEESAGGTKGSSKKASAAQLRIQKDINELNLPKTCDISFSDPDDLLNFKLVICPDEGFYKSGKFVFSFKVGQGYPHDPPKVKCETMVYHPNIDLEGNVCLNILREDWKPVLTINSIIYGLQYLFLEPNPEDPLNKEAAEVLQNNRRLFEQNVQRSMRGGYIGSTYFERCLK
Target sequence (Q13564 whole entry, looked up): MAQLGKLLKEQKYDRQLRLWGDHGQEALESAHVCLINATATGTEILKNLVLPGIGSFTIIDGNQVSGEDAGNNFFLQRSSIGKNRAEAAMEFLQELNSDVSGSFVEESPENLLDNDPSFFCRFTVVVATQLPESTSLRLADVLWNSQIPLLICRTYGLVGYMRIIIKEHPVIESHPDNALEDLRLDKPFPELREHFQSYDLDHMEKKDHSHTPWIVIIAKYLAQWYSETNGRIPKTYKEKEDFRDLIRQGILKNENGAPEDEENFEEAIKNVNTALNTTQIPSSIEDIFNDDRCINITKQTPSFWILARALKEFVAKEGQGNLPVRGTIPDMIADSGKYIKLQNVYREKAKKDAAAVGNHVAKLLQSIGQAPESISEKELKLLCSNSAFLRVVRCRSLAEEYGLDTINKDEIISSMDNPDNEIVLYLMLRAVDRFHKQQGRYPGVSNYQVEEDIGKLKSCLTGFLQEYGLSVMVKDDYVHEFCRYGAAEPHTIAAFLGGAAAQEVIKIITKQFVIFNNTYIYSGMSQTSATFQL
NadD inh: NadD (S. aureus) enzyme inhibition; purified NadD enzyme, colorimetric absorbance read-out; inhibition, % at 20 µM; 360,000 tested, 0.78% active; in the data active = inhibition above about 26%; also: some compounds past the cut are filed as inactive
LMPTP inh: LMPTP (human) inhibition; recombinant LMPTP-A, OMFP fluorogenic substrate, fluorescence intensity; 360,000 tested, 0.22% active; inhibition, % at 20 µM; P24666; AID 651560;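 active = compounds that cut the enzyme signal by at least half of the control window in the single-dose screen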;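 also: plate controls were DMSO wells with enzyme plus substrate for no effect and substrate without enzyme for full effect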
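Material: LMPTP-A; amount: 0.625 nM enzyme; doses: single 20 µM dose; times: reaction 50 min, room temperature, dark; technique: fluorescence intensity of OMFP turnover product; benchmarks: no-enzyme and uninhibited controls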
STEP inh: inhibitors of human striatal-enriched phosphatase STEP; P54829; 360,000 tested, 0.25% active; inhibition, % at 20 µM; recombinant STEP, OMFP fluorogenic substrate, fluorescence;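 active = inhibition at 20 µM, scaled per plate between control wells, above about 37%, limit read from the data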;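 also: 0% = DMSO with enzyme and substrate and 100% = substrate only without enzyme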
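System: STEP (striatal-enriched tyrosine phosphatase) enzyme, cell-free; medium: Bis-Tris pH 6.0 buffer with DTT, detergent; dosing: 20 µM, 1% DMSO; times: reaction 20 min, ambient temperature; detection: fluorescence, 480/540 nm; read-out basis: normalized % inhibition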
Rpn11 block: blocks the human proteasome subunit Rpn11; human 26S proteasome, Ub4-pepOG fluorescence polarization; 20S core pre-blocked with epoxomicin; calls only at 20 µM; 360,000 tested, 0.59% active;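 active = inhibition at 20 µM, scaled to each plate's controls, above about 33%, limit read from the data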
* marks the source's active call; other numbers are inactive results; i = inactive; x = not tested or not shown. An unsorted share of the library, and some 3.8% of all compounds hit somewhere here.

no.	SMILES	DNMT1 block	CSN inh	SUMO1 PPI mod	Rin1 Abl inh	Scp-1 inhibitor
1	Nc1ccc(C(=O)N2CCN(S(=O)(=O)c3ccc(Cl)cc3)CC2)cc1[N+](=O)[O-]	1	0	-27	-2	-1
2	CC[C@H](C)[C@@H](C(=O)N1CCNCC1)n1cc([C@@H](N)CO)nn1	-2	-1	5	2	7
3	Cc1cc(O)c2c(-c3ccccc3)cc(=O)oc2c1	-1	-3	-21	-1	-10
4	COC(=O)CC1C(=O)NCCN1C(=O)NC1CCCCC1 (centres undefined)	0	0	-1	3	-6
5	Cc1ccc(OCCN2CCCC2)cc1	-1	0	2	0	-6
6	CC(=O)Nc1ccc(NC(=O)C(C)OC(=O)CCSc2ccccc2Cl)cc1 (centres undefined)	-8	-3	2	-1	-9
7	NC1=NC(=O)CC(C(=O)NCCc2ccccc2)S1 (centres undefined)	2	0	-2	-1	6
8	O=C(CSC1=NCCS1)N1N=C(c2cccs2)CC1c1ccc(F)cc1 (centres undefined)	-4	4	-7	0	x
9	Cc1cccc(CN2C(=O)c3ccccc3Sc3ccc(C(=O)NCCN4CCOCC4)cc32)c1	-4	-11	0	0	0
10	O=C(CCCn1c(=S)[nH]c2ccccc2c1=O)NC1CCCCC1	-1	-5	-2	0	-5
11	COc1ccc(C(C)(C)NC(=O)C2CCC(=O)N(C3CC3)C2)cc1OC (centres undefined)	3	-2	4	6	-1
12	O=S(=O)(NCc1ccc2c(c1)OCO2)c1ccc(F)cc1	9	0	2	-1	6
13	COc1ccc(OC)c(NC(=O)c2cccc3c2C(=O)N(C2CCCCC2)C3)c1	3	-2	-2	4	-4
14	COC(=O)c1cccc(N2C(=O)C3C4C=CC(CC4)C3C2=O)c1 (centres undefined)	-1	3	9	4	-4
15	O=C(C[C@H]1C(=O)N(c2ccc(Br)cc2)C[C@@H]1Cc1ccccc1)Nc1ccccc1	0	2	7	-3	x

no.	Neddylation inh	NadD inh	LMPTP inh	STEP inh	Rpn11 block
1	i	5	1.0	-2	i
2	i	-1	-3.5	-3	i
3	i	-5	1.5	0	i
4	i	-5	-1.4	-2	i
5	i	-6	-1.6	2	i
6	i	-6	0.4	-1	i
7	i	0	-1.5	-1	i
8	x	1	1.7	1	i
9	i	-10	-0.3	0	i
10	i	6	-0.1	-3	i
11	i	-9	-1.7	3	i
12	i	-5	-1.1	0	i
13	i	-4	0.7	7	i
14	i	-9	2.7	1	i
15	i	-5	1.4	-1	i

(more compounds)
no.	SMILES	DNMT1 block	CSN inh	SUMO1 PPI mod	Rin1 Abl inh	Scp-1 inhibitor
16	Cc1nc(NC(=O)c2ccc(Br)o2)ccc1Br	1	6	5	0	-4
17	NS(=O)(=O)c1cccc(NC(=O)c2ccc(S(=O)(=O)N3CCCCCC3)cc2)c1	-7	0	4	4	-8
18	Cc1cc(NCCCN)nc(-c2ccccc2O)n1	-3	0	3	-3	0
19	CCOC(=O)c1c(NC(=O)CSc2nnc(C)s2)sc2c1CCCCC2	-5	1	3	0	-8
20	CCC(C)c1ccc(NC(=S)Nc2ccc(OC)cc2)cc1 (centres undefined)	6	-7	-4	1	-7
21	C[C@H](CO)N1C[C@H](C)[C@@H](CN(C)Cc2ccncc2)OCCCC[C@H](C)Oc2ccc(NC(=O)CCCN(C)C)cc2C1=O	1	-2	14	1	x
22	O=C(NCCCN1CCOCC1)c1cccc(S(=O)(=O)N2CCN(c3ccccc3)CC2)c1	2	2	0	0	-4
23	CC(=O)c1cccc(NC(=O)CN2C(=O)NC(C)(C)C2=O)c1	2	-3	1	3	-3
24	CCc1ccc(C(O)c2ncc(-c3ccccc3Cl)[nH]2)cc1 (centres undefined)	-2	2	3	2	x
25	O=C1C2C3C=CC(CC3)C2C(=O)N1c1ccccc1F (centres undefined)	3	2	3	-1	-9
26	COc1cccc(C(=O)Nc2c3c(nn2-c2ccccc2C)CS(=O)C3)c1OC (centres undefined)	-1	-4	-2	5	-5
27	CC(C)(C)OC(=O)N1Cc2ccccc2C[C@H]1C(=O)O	-11	5	1	0	-14
28	Nc1nc(N)c(N=O)c(Nc2cccc(Cl)c2)n1	x	16	-22	x	x
29	C[C@H]1CN([C@@H](C)CO)C(=O)Cc2cc(NC(=O)C3CC3)ccc2O[C@H]1CN(C)Cc1ccc(Oc2ccccc2)cc1	-18	3	3	3	-6
30	COc1ccccc1N1C(=O)c2ccccc2NC1C(OC)OC (centres undefined)	-1	-1	1	2	-7

no.	Neddylation inh	NadD inh	LMPTP inh	STEP inh	Rpn11 block
16	i	-2	0.0	0	i
17	i	-4	0.3	2	i
18	x	0	0.2	-3	i
19	i	9	2.9	0	i
20	i	5	0.8	1	i
21	i	54*	-4.5	-2	i
22	i	1	0.1	0	i
23	i	1	-0.9	-2	i
24	i	0	0.0	-3	i
25	i	0	-1.7	-3	i
26	i	1	-0.6	1	i
27	i	-4	-0.5	3	i
28	i	4	-0.1	x	x
29	i	-8	-0.2	0	i
30	x	-1	-2.0	0	i

Look-ups from the list:
#19 – Rin1 Abl inh = 0
#28 – LMPTP inh = -0.1
#14 – STEP inh = 1

(further entries)
no.	SMILES	DNMT1 block	CSN inh	SUMO1 PPI mod	Rin1 Abl inh	Scp-1 inhibitor
31	O=C(NCc1ccco1)C1CCCN1C(=O)Nc1ccccc1 (centres undefined)	-1	10	-1	-1	-3
32	CCN(CC(=O)Nc1cccc(S(=O)(=O)N(C)c2ccccc2)c1)Cc1cccs1	-4	0	-4	2	-4
33	O=C(CC(=O)NN=C1CCCC1)NCCc1ccccc1	-2	-3	-1	-1	3
34	O=C(CNc1cc(S(=O)(=O)N2CCOCC2)ccc1NCC1CCCO1)Nc1cccc(F)c1 (centres undefined)	-2	5	-3	0	2
35	Cc1nc(-c2cccs2)sc1C(=O)O	-1	-2	-7	0	-11
36	O=C(N[C@H]1C/C=C\C[C@H](CC(=O)N(CCO)Cc2ccccc2)C(=O)N[C@@H](c2ccccc2)COC1=O)OCC1c2ccccc2-c2ccccc21	-11	1	1	4	8
37	O=C(O)CCN1C(=O)S/C(=C\c2cccnc2)C1=O	-2	-4	-20	-2	-13
38	COc1ccc(NC(=O)C2CCCN(c3ncccn3)C2)cc1 (centres undefined)	0	1	0	1	-5
39	O=C(NC(=S)Nc1ccc2oc(-c3cccnc3)nc2c1)c1cccc(Cl)c1	12	-1	-1	-1	1
40	Cc1ccc(OCC(=O)N2CCN(c3nnc(-c4ccc(C)cc4)c4ccccc34)CC2)cc1	-7	-3	-3	-1	29
41	NC(=S)c1ccc(OCCCc2ccccc2)cc1	12	1	5	0	x
42	O=C(Cc1ccccc1)Nc1cc(C(=O)c2ccccc2)ccc1N1CCOCC1	-1	4	-3	-4	-11
43	CC(=O)Nc1ccc(S(=O)(=O)N2CCC(C(=O)NCCC(=O)NCc3ccncc3)CC2)cc1	2	-4	-2	5	-3
44	COc1cccc(-c2c(-c3ccccc3OC)ncn2Cc2cccc(-c3ccccc3)c2)c1	x	0	2	x	x
45	CCN(CC)CCSc1nc(O)c(-c2ccccc2)c(=O)n1-c1ccccc1	2	-1	-1	1	-1

no.	Neddylation inh	NadD inh	LMPTP inh	STEP inh	Rpn11 block
31	i	6	-0.3	-4	i
32	i	-10	1.0	-2	i
33	i	-2	-1.2	-2	i
34	i	-3	0.1	1	i
35	i	-2	0.6	4	i
36	i	15	2.8	1	i
37	i	-4	-2.5	-1	i
38	i	-3	-0.1	-1	i
39	i	0	0.7	3	i
40	i	13	5.1	4	i
41	i	-1	-0.8	2	i
42	i	0	0.4	-2	i
43	i	-5	0.4	-1	i
44	i	x	16	x	x
45	i	-3	-1.6	1	i

Results in Rpn11 block, Scp-1 inhibitor and DNMT1 block, for three of the compounds above:
cpd | mol | Rpn11 block | Scp-1 inhibitor | DNMT1 block
41 | NC(=S)c1ccc(OCCCc2ccccc2)cc1 | i | x | 12
42 | O=C(Cc1ccccc1)Nc1cc(C(=O)c2ccccc2)ccc1N1CCOCC1 | i | -11 | -1
43 | CC(=O)Nc1ccc(S(=O)(=O)N2CCC(C(=O)NCCC(=O)NCc3ccncc3)CC2)cc1 | i | -3 | 2

Next entries.
no.	SMILES	DNMT1 block	CSN inh	SUMO1 PPI mod	Rin1 Abl inh	Scp-1 inhibitor
46	O=C(C1CCN(S(=O)(=O)c2ccccc2)CC1)N1CCOCC1	3	-3	3	2	14
47	CCOC(=O)N1CCN(C(=O)CN(c2ccc(OC)c(OC)c2)S(C)(=O)=O)CC1	1	-6	-3	2	2
48	O=C(CCN1CCN(c2ccccc2F)CC1)Nc1ccccc1Cl	-2	4	-1	-3	-9
49	COc1ccc(-c2csc3ncnc(N4CCN(S(=O)(=O)c5cccc(C(F)(F)F)c5)CC4)c23)cc1	3	3	-12	-1	7
50	CCc1sc(C(=O)Nc2cccnc2)cc1Br	1	5	2	-7	-4
51	O=C(Nc1nnc(-c2ccco2)o1)c1ccc(Cl)s1	1	1	1	-2	-11
52	O=C(Nc1nccs1)c1cnccn1	-4	0	-2	1	-3
53	O=S1(=O)[C@H]2C[C@H](CO)O[C@@]2(CO)CN1Cc1ccc(-c2ccc(F)cc2)cc1	-2	0	3	1	-1
54	COc1ccccc1OCCSc1nc2ccccc2n1CC(N)=O	-2	4	4	0	-9
55	CC(=O)c1ccc(NC(=S)NC(=O)/C=C/c2ccccc2)cc1	19	8	-1	1	-2
56	COc1ccc(NC(=O)CSc2nnc(-c3ccccc3F)n2C2CC2)cc1S(N)(=O)=O	-2	-1	-4	-3	-10
57	COc1ccc2[nH]c3c(=O)n(CCCC(=O)NC4CCC(C)CC4)c(=S)[nH]c3c2c1 (centres undefined)	25	2	0	-1	-9
58	COc1ccc(C(CNC(=O)Cc2ccccc2Cl)N2CCCCC2)cc1 (centres undefined)	2	0	-1	1	-4
59	CC(C)c1ccc(NC(=O)C2CCCN(S(=O)(=O)c3cccnc3)C2)cc1 (centres undefined)	0	0	5	-1	-3
60	CN(C)CCCN(Cc1ccccc1)C(=S)Nc1cccc(C(F)(F)F)c1	1	-5	1	-1	-12
61	Cn1c(=O)c(-c2ccccc2)nn2c3ccccc3nc12	-1	0	-18	-2	-6

no.	Neddylation inh	NadD inh	LMPTP inh	STEP inh	Rpn11 block
46	i	-6	-1.4	-1	i
47	i	0	-1.7	-2	i
48	i	-5	-1.2	-2	i
49	i	17	5.2	4	i
50	i	-4	0.4	0	i
51	i	5	-1.4	4	i
52	i	-2	-1.6	2	i
53	i	0	-0.9	3	i
54	i	-4	-0.5	-2	i
55	i	2	0.0	0	i
56	i	0	-1.9	4	i
57	i	25	-4.4	2	i
58	i	-1	-0.3	-2	i
59	i	11	0.4	0	i
60	i	-2	-0.9	0	i
61	i	-5	-0.5	4	i
